MIN6 prolif = induces beta-cell replication in MIN6 cells | 330,000 compounds, 0.29% hits | MIN6 cells proliferation, ATPlite luminescence, 48 h; cells starved in 0.2% serum; 100% = growth in 10% serum | proliferation, % at 10 µM;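 active = compounds whose signal lies at least 3.5 SD above the mean of all wells on their plate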;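 also: 0% = DMSO-treated cells in low-serum medium and 100% = 10% serum control; some compounds called inactive have numbers as strong as hits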
NLRP3 yeast inh = NALP3 inhibition in yeast; Yeast reconstituted NLRP3/ASC/caspase-1, beta-gal luminescence, 24 h; inhibition, % at 10 µM; 330,000 compounds, 0.39% hits;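 active = inhibition of 50% or more; inactive = inhibition below 50%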;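 also: plate controls were induced DMSO wells for no effect and uninduced yeast grown without galactose for full effect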
APJ antagonist = blocks the human apelin receptor APJ | inhibition, % at 20 µM | CHO-K1 APJ beta-arrestin complementation, luminescence | AID 2521 | 330,000 compounds, 0.32% hits;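 active = inhibition above about 40% at 20 µM, limit read from the data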;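 also: cells challenged with 10 nM apelin-13 agonist together with compound; plate controls were apelin-13 plus DMSO wells for no effect and DMSO wells lacking apelin-13 for full effect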
Target sequence (P35414 whole entry, looked up): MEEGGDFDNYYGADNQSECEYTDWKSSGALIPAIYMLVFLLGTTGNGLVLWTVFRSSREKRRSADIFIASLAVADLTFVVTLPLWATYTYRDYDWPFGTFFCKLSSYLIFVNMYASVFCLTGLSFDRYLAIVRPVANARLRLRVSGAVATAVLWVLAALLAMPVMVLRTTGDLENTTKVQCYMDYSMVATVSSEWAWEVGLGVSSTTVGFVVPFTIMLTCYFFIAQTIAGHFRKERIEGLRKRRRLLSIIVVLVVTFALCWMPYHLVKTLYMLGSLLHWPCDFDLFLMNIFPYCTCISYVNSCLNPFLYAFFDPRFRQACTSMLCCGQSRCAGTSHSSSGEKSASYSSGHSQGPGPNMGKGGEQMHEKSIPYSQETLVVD
tim23-1 inh = growth inhibitors of tim23-1 mutant yeast. S. cerevisiae tim23-1 growth, BacTiter-Glo luminescence, 24 h. inhibition, % at 20 µM. 330,000 compounds, 1.3% hits. AID 463212;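 active = growth inhibition of the mutant yeast at or above 50%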;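 also: temperature-sensitive mutant grown at 25 °C; plate controls were DMSO-treated mutant yeast for no effect and medium wells lacking yeast for full effect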
TIM10 inh = growth inhibitors of TIM10 yeast strain. S. cerevisiae TIM10 strain growth, BacTiter-Glo luminescence, 24 h. inhibition, % at 10 µM. 330,000 compounds, 1.4% hits. AID 463195;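 active = inhibition of 40% or more at the single tested concentration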;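 also: wild-type TIM10 isogenic control strain grown at permissive 25 °C; 0% = DMSO yeast wells and 100% = minimal medium wells without yeast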
MPTP inh = permeability transition pore inhibition; inhibition, % at 10 µM; 360,000 compounds, 1.4% hits; AID 602449; isolated mouse mitochondria, Ca2+ swelling absorbance, 30 min;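 active = inhibition of 50% or more, scaled per plate between neutral and stimulator controls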;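 also: 0% = DMSO wells given calcium and 100% = 1 mM EGTA wells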
GRIN3A LBD mod = NR3A (human) ligand-binding domain modulation | 340,000 compounds, 2.5% hits | AID 1259313 | NR3A LBD differential scanning fluorimetry, Tm shift; 0% = protein alone, 100% = glycine-bound protein | Tm shift relative to glycine control, % at 25 µM;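 active = melting temperature shift of at least 10% of the positive control shift, at one fixed dose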
APJ ag = agonists of human APJ apelin receptor | P35414 | CHO-K1 APJ PathHunter beta-arrestin, luminescence; 0% DMSO wells, 100% apelin | activation, % at 20 µM | 330,000 compounds, 0.11% hits;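 active = activation more than six SD over the plate average, tested at 20 µM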;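 also: 0% = DMSO alone and 100% = apelin-13 at 10 nM; some results filed as inactive read as strong as hits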
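assay system = CHO-K1 APJ beta-arrestin complementation cell line | input = cell density 1000 per well | dosing = compound 20 µM once, DMSO 1% | timing = compound 90 min 25 °C, reagent 1 h | measured by = luminescence from split beta-galactosidase complementation, Galacton Star/Emerald II substrate | read-out basis = APJ agonist activity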
tim10-1 inh = inhibits growth of tim10-1 mutant yeast | S. cerevisiae tim10-1 ts strain growth, BacTiter-Glo, 24 h | inhibition, % at 20 µM | 330,000 compounds, 2.2% hits | AID 463190;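 active = inhibition of at least 40%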;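 also: mutant grown at 25 °C; 0% = DMSO wells with yeast and 100% = wells holding no yeast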
Numbers without * were called inactive; nt = no result given.

The line under a structure holds: MIN6 prolif	NLRP3 yeast inh	APJ antagonist	tim23-1 inh	TIM10 inh	MPTP inh	GRIN3A LBD mod	APJ ag	tim10-1 inh
CC(C)(C)c1ccc(C2=CC(c3ccccc3F)n3ncnc3N2)cc1 (stereo not drawn)
    -4	-2	10	23	19	1.3	0	6	14
O=C(O)C(NC(=O)C1CCCN1C(=O)OCc1ccccc1)c1ccccc1 (stereo not drawn)
    1	-1	-1	6	3	-0.6	0	-1	6
Cc1cccc(/C=N\NC(=O)c2ccc(Cl)cc2)c1O
    -5	15	-10	-3	2	74*	10*	2	-8
O=C(CN1CCSC1=NCc1ccccc1)c1ccc(Cl)c(Cl)c1
    -6	32	-3	14	8	1.9	-4	-2	0
Cn1c(=O)c2c(nc(NC3CCCCC3)n2CC(=O)C23CC4CC(CC(C4)C2)C3)n(C)c1=O
    -3	16	-1	9	6	0.2	-9	-5	14
Cc1cc(=O)n2nc(N3CCC(C(=O)Nc4c(F)c(F)c(F)c(F)c4F)CC3)sc2n1
    -3	6	17	-2	-4	-0.5	-2	-1	5
COc1ccc(C2CC(c3cccc(OC)c3)n3nc(N)nc3N2)cc1 (stereo not drawn)
    9.1*	14	-5	15	2	-2.5	0	-3	6
FC(F)(F)c1ccccc1-n1c(CN2CCCCC2)n[nH]c1=S
    0	-4	1	7	4	-0.6	-1	2	17
CCCN1C(=O)N(c2cccc(C)c2)C(C)(O)CC1(C)C (stereo not drawn)
    -1	9	-5	2	0	2.9	3	-4	19
COc1ccc(S(=O)(=O)N(CC(=O)NCc2cccnc2)c2ccc(C)cc2)cc1OC
    -3	27	-1	6	14	-0.1	1	-2	-3
CCN(CC)C(=O)CC(c1ccccc1)c1ccco1 (stereo not drawn)
    -4	11	-1	18	6	0.7	4	-1	16
COc1ccc(NC(=O)CC(c2ccccc2)c2ccco2)cc1 (stereo not drawn)
    -3	0	-7	10	-3	0.2	-3	-2	6
C/C(=N/NC(=O)CNC(=O)c1cccnc1)c1ccc([N+](=O)[O-])cc1
    -2	18	-5	13	-8	-2.4	0	1	23
COc1ccc(/C=N/NC(=O)c2ccc(Br)cc2)cc1Cn1cc(Cl)cn1
    -3	9	3	-4	7	5.2	2	-1	1
COc1ccc(NC(=O)CSc2nc(C)cs2)c(OC)c1
    1	19	-1	7	1	-1.6	0	-3	2
CCNC(=O)CN(c1ccc(F)cc1)S(=O)(=O)c1ccc2c(c1)OCCO2
    -2	4	-5	3	-18	0.2	0	-2	12
C#CCn1cc(/C=N/NC(=O)COc2cccc3cccnc23)c2ccccc21
    -4	3	3	8	7	0.3	-3	1	16
COc1ccccc1N1CCN(C(=O)C2CCN(S(=O)(=O)c3ccc4c(c3)CC(C)N4C(C)=O)CC2)CC1 (stereo not drawn)
    -2	4	-2	1	4	0.5	-2	4	-6
COc1ccc(C(=O)Nc2ccc(C(=O)N3CCCC3)cc2)cc1[N+](=O)[O-]
    1	6	-35	7	8	0.5	-2	-4	20
CN(c1cccc(NC(=O)c2ccccc2N(C)S(C)(=O)=O)c1)S(C)(=O)=O
    -1	6	6	1	5	0.1	1	1	9
COC(=O)C1CCN(Cc2ccc(C)cc2)CC1
    -2	6	6	14	5	-0.5	0	-5	1
Cc1ccc(Cn2c(=O)oc3ccccc32)cc1
    -1	16	-5	9	-29	0.1	0	-6	-6
O=C(Nc1ccc(F)cc1F)c1ccco1
    -1	1	11	1	15	-0.9	-12	-1	-11
O=C(N/N=C/c1cccc([N+](=O)[O-])c1)C1CC1c1ccccc1 (stereo not drawn)
    -1	13	12	18	17	1.5	-16	-1	1
OCC1(CCc2ccccc2)CCCN(CCCC(F)(F)F)C1 (stereo not drawn)
    -3	13	10	9	-3	1.7	3	-2	11
Cc1ccc(-n2c(C)cc(=O)cc2C)c(C)c1
    0	12	7	11	0	-0.5	0	-2	11
Cc1ccc(C(=O)Nc2cccc(C(=O)N/N=C/c3ccc(O)cc3)c2)cc1
    -2	6	-5	5	-7	0.1	11*	1	11
COc1ccc(Cl)cc1NC(=O)CN(C)C(=O)c1cc(C)oc1C
    -2	22	11	18	4	-1.5	1	-3	6
CCOC(=O)C(=NC(C)(C)C)NNc1cc(Cl)ccc1Cl
    0	17	-9	25	13	5.8	-6	4	26
CC(=O)Nc1ccc(Nc2ncnc3c2cnn3-c2ccccc2)cc1
    1	18	2	24	27	-0.3	19*	-3	-7
CC(O)c1nc2ccccc2n1CCCOc1ccccc1 (stereo not drawn)
    -1	-12	-2	-6	-14	-0.2	-1	-5	-4
CCOC(=O)Cc1csc(SCC(=O)NC2CCCC2)n1
    3	17	30	-12	4	-1.1	0	0	-14
O=C(COC(=O)C1CC2CCCC(C1)C2=O)c1cccc(Br)c1 (stereo not drawn)
    -2	10	24	35	12	-0.5	4	-5	25
CC(C)(C)NC(=O)CN1C(=O)NC(c2ccccc2)(c2ccccc2)C1=O
    -5	11	20	11	-12	2.6	-4	-4	4
COC(=O)c1cccc(Oc2nc3c(c(=O)n(C)c(=O)n3C)n2Cc2ccc(C)cc2)c1
    -4	3	3	17	-4	1.6	1	-4	3
CC(=O)c1ccc2c(c1)Nc1ccccc1S2
    -3	34	-31	17	88*	1.7	-35	11	16
CCOC(=O)c1c(C)oc2ccc(OC(=O)c3cccs3)cc12
    -3	29	4	4	11	1.7	0	-3	21
COc1ccc(OC)c2c(=O)cc(C(=O)O)[nH]c12
    5	23	-7	-3	14	0.7	1	3	-12
CCCCCCCN=C(C)c1ccccc1O
    0	0	9	6	20	-0.6	3	-3	12
O=C(Nc1ccccc1F)NC1CCCc2ccccc21 (stereo not drawn)
    7.2*	18	-10	8	5	3.6	1	4	6

An excerpt from above, reduced to APJ ag, GRIN3A LBD mod and tim23-1 inh.
SMILES	APJ ag	GRIN3A LBD mod	tim23-1 inh
CC(=O)c1ccc2c(c1)Nc1ccccc1S2	11	-35	17
CC(C)(C)NC(=O)CN1C(=O)NC(c2ccccc2)(c2ccccc2)C1=O	-4	-4	11

The results go on:
The line under a structure holds: MIN6 prolif	NLRP3 yeast inh	APJ antagonist	tim23-1 inh	TIM10 inh	MPTP inh	GRIN3A LBD mod	APJ ag	tim10-1 inh
CCn1nc(NC(=O)Cc2ccc(OC)cc2)c2cc3cc(C)ccc3nc21
    -1	-2	23	8	21	2.1	1	0	11
COc1ccc2c(c1)c(C(=O)N/N=C/c1ccccc1Cl)c(C)n2C
    -3	12	-2	31	20	0.0	-5	-1	24
O=C(C[n+]1cc(-c2ccc(F)cc2)n2c1CCC2)Nc1nc(-c2ccccc2)cs1
    0	-11	9	8	-3	0.5	1	0	15
O=C(NNC(=O)c1cccc(S(=O)(=O)N2CCCCC2)c1)c1ccccc1
    -3	15	-7	1	2	-0.6	4	1	2
CN1CCN(c2ccc(NC(=O)Cc3ccccc3)cc2)CC1
    0	10	-1	-1	-11	0.2	-2	-1	5
COc1ccccc1N1CCN(C2CCN(C3CCC(c4ccccc4)CC3)CC2)CC1 (stereo not drawn)
    -6	25	-12	-271	-51	nt	nt	-6	-34
Cc1cc(/C=C2/NC(=O)NC2=O)c(C)n1-c1ccccn1
    -2	1	4	9	-4	-0.3	-4	0	2
Cc1ccc(NC2=NCC(=O)N2Cc2ccc3c(c2)OCO3)c(C)c1
    0	-5	5	19	13	-1.2	0	-1	23
CCN(CC)CCN(C(=O)CCOc1ccccc1)c1nc2c(F)cc(F)cc2s1
    2	19	6	28	14	3.3	1	-3	27
OCC1(CCc2ccccc2)CCN(C/C=C/c2ccccc2)CC1
    -3	28	12	13	-26	1.8	-4	-1	-10
CC(C(=O)O)c1ccc(CC2CCCC2=O)cc1 (stereo not drawn)
    -5	14	4	-3	-2	-0.1	1	0	-6
Cc1nn(CC(=O)OCC(=O)NCCc2ccc(F)cc2)c(C)c1[N+](=O)[O-]
    0	20	-9	-8	-10	-0.5	0	-2	-18
Cc1cccc(NC(=O)c2cnc3sccn3c2=O)n1
    -2	21	22	-7	-10	-1.7	0	-3	1
COc1ccc(-c2sc(C(=O)c3ccc(Cl)cc3Cl)cc2CC(=O)O)cc1
    -1	16	5	32	20	-0.4	-2	-4	17
O=C1c2ccccc2C(=O)N1CNc1ccccc1
    -1	12	8	23	6	1.1	-1	5	11
Clc1ccc(C2=NCCN2)cc1
    0	18	-8	16	0	2.2	0	0	29
CCOC(=O)Cn1c(=O)oc2cc(S(=O)(=O)N3CCC(N4CCCCC4)CC3)ccc21
    1	16	-9	7	4	0.5	2	-2	-11
COc1cc(CO)c(OC)c([N+](=O)[O-])c1
    -1	24	15	-5	-12	3.5	-2	-2	-14
O=C(NC(N1CCCC1)C(Cl)(Cl)Cl)c1ccccc1 (stereo not drawn)
    3	-20	4	-2	3	0.3	1	-1	15
Cc1ccc(C(=O)Nc2cc(C(F)(F)F)ccc2N2CCCCC2)cc1[N+](=O)[O-]
    -1	2	7	-35	-46	-6.8	0	0	-7
O=C(Nc1nnc(C2=COCCO2)o1)c1ccc([N+](=O)[O-])s1
    -2	21	-57	34	-5	-0.9	-2	4	2
COc1ccc(CCC(=O)Nc2ccc(S(=O)(=O)N3CCOCC3)cc2)cc1
    -1	2	-5	21	18	0.1	20*	3	10
Clc1cccc(Cl)c1NC1=NCCC1
    -4	-3	-8	-1	-7	-1.3	2	-11	11
CNc1nn(-c2cccc(Cl)c2)nc1N
    -3	15	-15	25	19	2.6	-7	4	20
CC(=O)N(C(C)=O)c1cccc2c(N(C(C)=O)C(C)=O)cccc12
    3	9	-6	1	-23	0.0	1	-4	5
O=C(NCc1ccco1)C1CCN(C(=O)c2ccc(Cl)cc2)CC1
    -2	10	23	11	0	2.1	2	-5	-4
COC(=O)C1=CN(Cc2ccc(OC)cc2)C=C(C(=O)OC)C1c1cc(OC)c(OC)c(OC)c1
    -3	19	-11	28	17	-0.3	-3	0	22
CC(=O)NC1=NN(C(C)=O)C(C)(c2cccnc2)S1 (stereo not drawn)
    1	3	11	-11	-16	0.9	0	-3	5
COc1cc(NC2c3ncccc3C(=O)N2Cc2ccco2)cc(OC)c1 (stereo not drawn)
    -1	-9	12	12	15	-0.7	-1	-2	-2
CC(C)COC(=O)c1nnsc1NC(=O)Nc1ccccc1
    -1	4	4	6	12	24	-1	1	19
COc1ccc2cc(CCN3C(=O)c4ccccc4C3=O)c(=O)[nH]c2c1
    -3	11	-58	6	-1	-1.3	1	-3	6
CC(C)Oc1ccc(C(=O)Nc2ccc(Cl)c(S(=O)(=O)Nc3ccc(Cl)cc3)c2)cc1
    0	-4	-28	24	29	41	20*	2	39
CCOc1ccc(NC(=S)NC(=O)C2CCCC2)cc1
    -7	30	-22	49	1	-1.4	2	6	33
COc1ccc(C(=O)N(C)CC2CCN(CCc3cccc(C(F)(F)F)c3)CC2)cc1C
    -5	12	-2	18	11	53*	-2	-3	23
O=C(Cc1ccccc1)NNS(=O)(=O)c1ccccc1[N+](=O)[O-]
    0	11	17	-1	6	-0.5	-2	1	-12
COc1cc(CN(C)CC(=O)c2[nH]c(C)c(C(C)=O)c2C)ccc1OC(F)F
    -4	-7	5	18	4	35	1	0	12
CC(C)N1C(=O)c2ccccc2C1C(=O)NCCc1ccccc1 (stereo not drawn)
    -3	6	12	-2	7	0.0	1	-3	6
